# uPA surface inh: cell surface uPA generation inhibition | Potency, µM (doses to about 38.3 µM), for the others: at the highest dose activity change, negative = inhibition, actives largely listed as inhibitors | cell surface uPA generation assay, qHTS | AID 540303 | hit rate 0.31% among 330,000; active = well fitted inhibition curve with a large enough effect; inconclusive = small, poorly fitted or top-dose-only effect; inactive = no such curve, though single readings can be large or run the other way; tested in mouse RAW 264.7 cells; also: potency is read from the fitted curve at half-maximal effect; % is scaled to controls: 0 for no effect and ±100 for the full control effect; nearly all actives have a fitted effect of over 55% in size
# KCNH2 3.1 block: blocks the human KCNH2 3.1 channel isoform. U2OS KCNH2 3.1, thallium flux FluxOr; stronger effect = lower value. activity change, % (tested at about 1.8 µM). hit rate 0.95% among 340,000. AID 720553;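 active = maximum activity change below -70%; inconclusive = maximum activity change from -70% to -50%; inactive = maximum activity change above -50%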;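 also: thallium influx rate constant from kinetic fluorescence after stimulation buffer; % is scaled to controls: 0 for no effect and ±100 for the full control effect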
#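 Kinetic fluorescence (2 min after stimulation buffer) measures Tl+ influx through KCNH2 3.1 expressed by viral transduction in U2OS cells; the rate constant is normalized against DMSO controls serving as positive and negative references.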
# ELG1 genotox: induces genotoxicity in HEK293T cells with luciferase-tagged ELG1; HEK293T ELG1-luciferase reporter, luminescence, 16 h; Potency, µM (titrated, usually from 46 µM), without a hit: at the highest dose activity change, positive = activation, hits mostly activators; hit rate 1.3% among 330,000; also: potency is read from the fitted curve at half-maximal effect; % of control where 0% means no effect; nearly all actives have a fitted effect of over 60% in size
#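 Luminescence read-out: rising ELG1-luciferase signal, reflecting elevated ELG1 protein under genetic stress, flags genotoxic compounds. Cells were treated for 16 hr at 37 °C before ONE-Glo detection.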
# NPC1 prom act: activators of NPC1 promoter. Huh7 NPC1 promoter luciferase reporter, 24 h. Potency, µM (titrated, usually from 9.22 µM), inactives show top-dose activation, hits mostly activators. hit rate 2.4% among 320,000. AID 485313;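 also: potency is read from the fitted curve at half-maximal effect; % of control where 0% means no effect; nearly all actives have a fitted effect of over 60% in size; reporter is driven by a mutant NPC1 promoter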
#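 Cells: Huh7 expressing luciferase under the NPC1 promoter, 1500/well. Seeded 2 h, compound added, incubated 24 h at 37 °C. Luciferase reagent, 10 min ambient, then luminescence.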
# Rab9 prom act: activates the Rab9 promoter | hit rate 2.8% among 320,000 | Potency, µM (series often up to 9.22 µM), inactives show top-dose activation, negative = inhibition, most hits filed as activators | AID 485297 | Huh7 Rab9 promoter-luciferase reporter, luminescence, 24 h; also: potency is read from the fitted curve at half-maximal effect; % of control where 0% means no effect; nearly all actives have a fitted effect of over 60% in size
#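 Cells were plated at 1500 per well in reduced-serum medium with 10% FBS and left 2 h. Compound in DMSO was then added for 24 h at 37 °C. Reporter signal was read by luminescence after 10 min with luciferase detection reagent.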
# Giardia killer: Giardia lamblia killing; Giardia lamblia trophozoite viability; activity change, % at 7.66 µM, hits read low; hit rate 0.15% among 340,000; AID 540267; in the data active = activity change below about -80%; inconclusive = between about -30% and that limit;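 also: parasites exposed to compound for two days anaerobically before the ATP read; % is scaled to controls: 0 for no effect and ±100 for the full control effect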
#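 Compounds were tested on trophozoites seeded at 100 cells/well and held 48 hrs at 37 deg C anaerobically. An ATP-based luminescent kit measured the remaining live cells.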
# FLuc counter: counter-screen for miR-21 project: firefly luciferase inhibitors or activators. P08659. purified FLuc, Km substrates, luminescence inhibition. Potency, µM (series often up to 57.5 µM), inactives show at the highest dose activity change, negative = inhibition, usual class: inhibitors. hit rate 6.9% among 360,000. AID 588342;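 also: potency is read from the fitted curve at half-maximal effect; plate controls were vehicle for no effect and reference inhibitor for full effect; nearly all actives have a fitted effect of over 55% in size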
# Target sequence (P08659 whole entry, looked up): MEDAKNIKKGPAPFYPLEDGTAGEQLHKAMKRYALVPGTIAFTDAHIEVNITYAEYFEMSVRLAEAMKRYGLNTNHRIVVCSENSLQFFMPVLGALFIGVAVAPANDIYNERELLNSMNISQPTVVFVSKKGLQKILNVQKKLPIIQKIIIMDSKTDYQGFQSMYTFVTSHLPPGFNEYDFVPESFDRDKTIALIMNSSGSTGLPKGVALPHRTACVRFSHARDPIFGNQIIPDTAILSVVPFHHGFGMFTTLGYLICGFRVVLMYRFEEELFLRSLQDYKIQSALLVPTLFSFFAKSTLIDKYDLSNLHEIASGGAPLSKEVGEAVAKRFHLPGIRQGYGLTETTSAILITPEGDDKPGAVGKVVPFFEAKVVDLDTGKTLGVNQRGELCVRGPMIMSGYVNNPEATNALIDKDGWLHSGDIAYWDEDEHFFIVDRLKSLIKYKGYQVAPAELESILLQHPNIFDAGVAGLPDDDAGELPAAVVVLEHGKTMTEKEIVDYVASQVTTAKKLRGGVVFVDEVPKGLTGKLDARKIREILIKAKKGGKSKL
#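 Purified P. pyralis luciferase, 10 nM final, with Km-level 10 uM D-luciferin and 10 uM ATP in 50 mM Tris acetate pH 7.5, 10 mM Mg acetate, 0.01% Tween-20, 0.05% BSA; 6-point qHTS titration about 60 µM downward; luminescence read.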
# Gal4-VP16 FLuc: Gal4-VP16 reporter inhibition counter-screen | hit rate 3.5% among 310,000 | Drosophila S2 Gal4-VP16 UAS-luciferase, luminescence, 20 h | AID 2546 | Potency, µM (titrated, usually from 53.6 µM), for inactives: at the highest dose activity, negative = inhibition, most hits filed as inhibitors;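 also: Gal4-VP16 expression switched on by copper sulfate through the metallothionein promoter; potency is read from the fitted curve at half-maximal effect; % is scaled to controls: 0 for no effect and ±100 for the full control effect; nearly all actives have a fitted effect of over 50% in size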
# Tb PFK block: inhibitors of T. brucei phosphofructokinase. Potency, µM (series often up to 57.5 µM), without a hit: at the top dose activity, negative = inhibition, hits mostly inhibitors. T. brucei PFK, ADP-Glo luminescence. AID 485367. hit rate 0.17% among 330,000. O15648;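 also: potency is read from the fitted curve at half-maximal effect; 0% = uninhibited 1x PFK enzyme wells and -100% = no-enzyme wells; nearly all actives have a fitted effect of over 60% in size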
# Target sequence (O15648 whole entry, looked up): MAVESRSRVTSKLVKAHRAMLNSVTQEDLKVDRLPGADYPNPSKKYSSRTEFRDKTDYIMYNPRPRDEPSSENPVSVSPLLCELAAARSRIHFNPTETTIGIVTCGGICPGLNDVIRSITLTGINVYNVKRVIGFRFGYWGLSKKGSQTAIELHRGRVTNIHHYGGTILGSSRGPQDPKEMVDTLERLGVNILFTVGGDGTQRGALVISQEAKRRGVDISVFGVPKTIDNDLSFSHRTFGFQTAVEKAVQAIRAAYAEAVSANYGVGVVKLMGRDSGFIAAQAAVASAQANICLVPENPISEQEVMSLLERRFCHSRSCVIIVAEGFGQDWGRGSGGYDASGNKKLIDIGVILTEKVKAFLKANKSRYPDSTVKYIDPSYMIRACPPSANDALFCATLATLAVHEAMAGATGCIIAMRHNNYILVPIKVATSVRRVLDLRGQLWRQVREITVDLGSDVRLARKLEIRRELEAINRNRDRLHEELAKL
#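 ADP-Glo luminescence quantified ADP after 45 min at room temperature, with 1.25 nM T. brucei PFK, 0.1 mM ATP and 0.5 mM fructose-6-phosphate in pH 8.0 TEA buffer. qHTS titrations up to 57 µM; curves classified by quality.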
# FBPA coupling cs: counter-screen for Giardia aldolase inhibitors: coupling enzyme system. coupling enzyme system counterscreen, AmpLite Red fluorescence. activity change, negative = inhibition, % at 58.2 µM, hits read low. hit rate 0.67% among 290,000; in the data active = activity change below about -30%; also: % is scaled to controls: 0 for no effect and ±100 for the full control effect
#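 Coupling enzymes only (glyceraldehyde-3-phosphate) + compound, at 57.5 uM final, 10 min RT; add substrate/coupling/AmpLite Red mix, 20 min RT; fluorescence ex 525/em 598 nm. Actives flag coupling-system interference.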
# RORg inh: blocks mouse ROR gamma transcriptional activity; hit rate 5.4% among 310,000; Potency, µM (titrated, usually from 53.6 µM), for inactives: at the highest dose activity change, negative = inhibition, most hits filed as inhibitors; P51450; Drosophila S2 Gal4-RORgamma UAS-luciferase reporter, 20 h; also: potency is read from the fitted curve at half-maximal effect; % is scaled to controls: 0 for no effect and ±100 for the full control effect; nearly all actives have a fitted effect of over 60% in size
#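 Compounds are pin-transferred onto Drosophila Schneider cells expressing a copper-inducible Gal4–ROR gamma transactivation domain fusion. After 1 hr, copper sulfate is added to 700 uM final; luciferase is read 20 hr later.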
# Starred values were filed as active, the others as inactive; ? = inconclusive; / = not tested or not shown; & = joins results of further samples; [ ] = dose if it differs, or a comment. Unless noted, calls follow the shape of the dose curve; as a rule, active = well fitted curve in the direction sought with a large enough effect; inconclusive = small, poorly fitted or top-dose-only effect, or another doubt; inactive = no such curve, though single readings can be large; an effect the other way counts as inactive or inconclusive.
SMILES,uPA surface inh,KCNH2 3.1 block,ELG1 genotox,NPC1 prom act,Rab9 prom act,Giardia killer,FLuc counter,Gal4-VP16 FLuc,Tb PFK block,FBPA coupling cs,RORg inh
Cc1ccccc1Cc1c(C)nc2nc(SCC(=O)NCCCN3CCCCC3)nn2c1C,-3.8%,4.7,24.8%,-0.8%,0.8%,38.0[activator],3.2%,-5.7%,-0.6%,0.5,-1.8%
Cc1ccccc1N1CCN(C2CCCN(C(=O)c3ccsc3)C2)CC1 (stereo not given),3.6%,/,-14.0%,1.6%,1.1%,10.3,3.7%,20.8%,1.3%,/,32.2%
COc1ccccc1NC(=O)N(Cc1cccs1)Cc1cc2cc3c(cc2[nH]c1=O)OCO3,-10.9%,-0.1,/,-4.6%,2.3%,10.5,-13.4%,-7.1%,-0.9%,-2.1,?
N#C/C(=C\c1ccc(OCc2ccc(C(=O)O)cc2)cc1)C(=O)NCc1ccccc1,1.2%,4.3,2.5%,-1.8%,6.0%,4.8,-2.7%,-3.7%,-2.8%,5.4,12.1%[1.91 µM]
CC(=O)Nc1cccc(C(=O)OCC(=O)NC(C)c2ccc(F)cc2)c1 (stereo not given),3.0%,9.4,2.1%,1.7%,-13.7%,7.9,2.7%,2.6%,-3.7%,2.3,17.1%
COc1cccc(NC(=O)Cc2nnc(SCC(=O)c3ccccc3)n2C)c1,1.1%,-4.2,0.7%,7.6%,-1.2%,0.8,-15.5%,?,-11.5%,0.2,?
CCN(CC(=O)Nc1ccccc1C(F)(F)F)C(=O)Cc1sc(C)nc1-c1ccc(F)cc1,16.4%,-3.6,0.5%,-2.3%,-8.2%,17.7,-9.4%,/,0.0%,/,/
CN(C(=O)CCS(=O)(=O)c1cc2c(cc1Cl)NC(=O)CO2)C1CCCCC1,-13.5%,-3.2,-0.6%,-1.0%,0.3%,2.9,-0.5%&4.4%,-7.1%,-0.1%,2.6,0.5%
O=C(CN1CCN(c2ccccc2)CC1)c1c[nH]c2ccccc12,4.0%,-11.3,-1.0%,1.2%,-5.2%[1.84 µM],-2.5,1.1%,3.7%,-1.8%,2.9,-0.1%
COc1ccc(NC(=O)CNC(=O)Cc2ccccc2)cc1,0.2%,4.2,9.4%,11.6%,12.1%,-6.7,-4.4%,1.6%,3.2%,4.8,-16.0%
CCC(=O)Nc1cc(C(=O)OC(C(=O)c2ccc(C)c(C)c2)c2ccccc2)ccc1C (stereo not given),-3.1%,1.8,-0.2%,0.4%,-3.9%,44.1[activator],-0.6%,-6.6%,0.4%,2.2,25.9%
COc1cccc(OCc2nnc(SCC(=O)NCc3ccco3)n2CCc2ccccc2)c1,-2.1%,13.1,1.3%,-1.5%,-2.0%,11.2,0.4%,-8.1%,-18.9%,5.7,-13.8%
Cc1ccc(CN(Cc2cc3cccc(C)c3[nH]c2=O)C(=S)NCCCN(C)C)cc1,-2.3%,-49.3,2.2%,-0.7%,-1.4%,16.6,1.3%,5.2%,0.8%,-2.3,-0.7%
Cc1ccc(NC(=O)C2COc3ccccc3O2)cc1C (stereo not given),3.2%,-2.4,?,2.51µM*,?,3.5,19µM*,18.2%,-2.4%,-1.5,?
COc1ccc(Cc2nnc(NC(=O)CSc3ccc(Cl)cc3)s2)cc1OC,/,/,1.5%,-2.6%,-0.2%,/,0.9%,?,1.0%,1.9,12.6µM*
COc1ccc(/C=C2\SC(=S)N(CC(=O)OCC(=O)Nc3ccc(C)cc3Cl)C2=O)cc1,-1.7%,11.0,3.3%,3.8%,22.4%,-4.3,12µM*,6.4%,2.9%,1.2,-0.8%
COc1ccc(C(NC(=O)CN2C(=O)NC3(CCc4ccccc43)C2=O)c2ccc(OC)cc2)cc1 (stereo not given),2.3%,1.2,-2.5%,-5.5%,-3.4%,0.8,4.9%,/,-1.4%,/,/
CCOC(=O)c1ccc(NC(=O)c2nn(C)cc2Br)cc1,-1.9%,-5.8,20.6µM*,?,?,-15.3,6.75µM*,0.3%,1.2%,1.8,6.6%
O=C(Nc1nc(=O)n(C(=O)c2cccc(C(F)(F)F)c2)s1)c1ccccc1,2.2%,-2.0,-0.1%,0.8%,1.4%,29.2,?,-9.8%,-0.8%,0.8,15.8%
CCCc1ccc(NC(=O)C2CCCN(c3cnccn3)C2)cc1 (stereo not given),-10.1%,11.9,-4.0%,13.2%,-1.6%,-7.4,-6.5%,-13.7%,-3.3%,/,11.1%
O=C(NCc1cccc(C(F)(F)F)c1)C1CC(c2ccccc2C(F)(F)F)=NO1 (stereo not given),?,/,6.6%,-6.6%,-3.2%,-3.6,0.8%,0.1%,-1.9%,0.7,29.9%
CCOc1ccc(Cl)cc1S(=O)(=O)NCc1cccnc1,-4.7%,5.2,?,-2.7%,-3.0%,0.4,1.6%,-4.3%,3.4%,-0.4,10.3%
Cn1c(=O)[nH]c(=O)c2c1nc(N1CCCCC1)n2CCSc1nc2ccccc2o1,2.8%,-8.9,2.1%,-2.5%,6.7%,11.9,0.0%,-7.7%,3.2%,1.7,-3.3%
CCOC(=O)C1=C(C)N(CC(C)C)C(=O)C1,-3.7%,10.8,-2.0%,-1.5%,-7.6%,6.6,-2.3%,-11.8%,-0.3%,-4.6,-15.8%
S=c1[nH]nc(-c2ccccn2)n1/N=C/c1cccc2ccccc12,-5.7%,-6.0,3.1%,1.0%,2.0%,2.4,-3.3%,?,-2.9%,-9.1,2.24µM*
COc1ccc(C2=CSC3=NCCN23)cc1,0.4%,3.7,-2.7%,-0.2%,-2.7%[1.84 µM],-5.7,0.3%,1.0%,-0.1%,2.1,3.5%
CC(C)c1ccc(C(=O)Nc2cccnc2)cc1,-8.6%,2.1,5.17µM*,1.58µM*,?,-15.2,3.38µM*,-18.8%,-5.7%,-1.0,?
COc1ccc(N(C(=O)/C=C/c2ccc(OC)c(OC)c2)C2=CC3CCC(C2)N3C)cc1 (stereo not given),-5.1%,-19.4,8.3%,-8.3%,0.7%,2.4,-3.8%,6.6%,-3.9%,2.5,-19.2%
CCOC(=O)c1ccc(N2C(=O)C(O)=C(C(C)=O)C2c2ccccn2)cc1 (stereo not given),-0.9%,-3.4,3.0%,-0.4%,2.0%,-11.1,-0.9%,7.6%,2.5%,-0.3,5.5%
Cn1c2ccccc2c(=O)c2ccc(C#Cc3ccccn3)cc21,-0.1%,1.0,15.1%,16.4%,22.0%,7.8,-17.4%,15.8µM*,0.2%,4.7,11.2µM*
CC(=C/c1ccco1)/C=N/NC(=O)Cc1cccn1C,-1.1%,-6.2,0.4%,4.5%,9.4%,-4.8,?,1.3%,-1.8%,-21.0,12.9%
CCOc1cc(-n2ncc(C#N)c2N)nc(SC)n1,-4.9%,-16.5,7.7%,-4.1%,-1.0%,-6.4,0.4%,-10.6%,-3.6%,2.7,8.6%
Cc1ccc(S(=O)(=O)N(C)C)cc1NC(=O)c1cc(S(=O)(=O)N2CCCCC2)ccc1N1CCOCC1,-6.3%,7.4,2.4%,-1.5%,0.0%,-16.2,0.0%,/,-6.9%,/,/
CCCOc1ccc2c3c(c(=O)oc2c1OCCC)CCCC3,0.1%,1.0,3.9%,-1.2%,8.7%,9.2,?,-25.3%,-1.4%,0.5,?
Cc1ccnc(NS(=O)(=O)c2ccc(NC(=O)CCS(=O)(=O)c3ccccc3)cc2)n1,-18.1%,6.8,11.6%,-0.7%,-1.0%,-0.9,-19.6%,-1.8%,-2.5%,4.4,?
O=C(O)c1cccc(NC(=S)NC(NC(=O)c2cccc([N+](=O)[O-])c2)C(Cl)(Cl)Cl)c1 (stereo not given),-11.3%,-3.7,0.7%,2.4%,0.0%,-15.3,-4.5%,-9.8%,2.6%,7.4,10.8%
C=CCN1C(=O)NC2(O)C(=O)c3ccccc3C12O (stereo not given),3.3%,-1.4,0.0%,-0.9%,1.4%,0.1,1.2%,0.9%,-3.4%,3.1,42.9%
CC(=O)c1ccccc1OCCOc1ccccc1C(C)=O,-15.3%,-5.6,-7.2%,2.7%,-0.1%,-5.5,1.6%,-3.5%,1.8%,1.6,-15.3%
CC(OC(=O)CN1C(=O)NC2(CCCC2)C1=O)c1ccc(F)cc1 (stereo not given),20.6%,-4.5,-1.1%,2.1%,0.6%,1.5,11.6%,/,-6.5%,/,/
Cc1nc2ccc(C(=O)OCc3nnc(-c4ccccc4)o3)cc2nc1C,2.1%,-12.1,-1.0%,-1.8%,1.2%,-9.2,-14.7%,/,-8.5%,-1.3,/
CCCCn1c(SCc2nnc(-c3ccccc3)o2)nc2c1c(=O)n(C)c(=O)n2C,-10.0%,23.3,-2.8%,0.6%,3.3%,11.2,-5.7%,3.9%,0.9%,1.1,16.9%[10 µM]
Cc1ccc(SCCCCN2C(=O)NC(C)(C)C2=O)cc1,10.0%,-2.8,0.3%,-1.5%,-4.7%,-5.5,-10.8%,-13.7%,-2.0%,2.7,4.3%

# Screens as filed in PubChem.
